# Tb PGK inh: T. brucei PGK inhibition; AID 602233; Potency, µM (doses to about 57.5 µM), for inactives: at the highest dose activity change, negative = inhibition, most hits filed as inhibitors; hit rate 0.043% among 380,000; PGK/GAPDH coupled, Kinase-Glo luminescence, 60 min; note: potency is the fitted concentration of half-maximal effect; % is set by controls: 0 for no effect and ±100 for the full control effect; nearly all actives have a fitted effect of over 60% in size
#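 Recombinant glycosomal PGK reaction used 1,3-bisphosphoglycerate generated in-well by GAPDH (100nM final) in 100mM TEA pH 7.6, 5mM MgCl2, 0.01% Tween-20. After 60 minutes at room temperature, ATP was read by Kinase-Glo Plus luminescence end-point.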
# PI4K2A block: blocks human PI4K2A kinase activity; Q9BTU6; purified PI4K2A, ADP-Glo luminescence, 1 h; stronger effect = lower value; activity change, negative = inhibition, % at 76.9 µM; hit rate 0.13% among 420,000; AID 1346378; in the data active = activity change below about -50%; inconclusive = mostly about -30% to -49%;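 note: -100% = wells without enzyme as full effect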
#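 Compounds are screened against recombinant PI4K2A using PI as substrate and ATP, the latter dispensed at 300 microM. Reactions run one hour at ambient temperature before ADP-Glo detection; full inhibition defined by wells lacking enzyme.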
# HP1b chromo inh: HP1-beta chromodomain-methylated histone interaction inhibition. AlphaScreen HP1-beta / biotin-H3K9me3 peptide binding. Potency, µM (highest dose often 114 µM), inactives show top-dose activity change, negative = inhibition, usual class: inhibitors. hit rate 0.56% among 390,000. AID 540317; note: potency is the fitted concentration of half-maximal effect; nearly all actives have a fitted effect of over 70% in size; inactives centre near 23
# Target sequence (P83916 whole entry, looked up): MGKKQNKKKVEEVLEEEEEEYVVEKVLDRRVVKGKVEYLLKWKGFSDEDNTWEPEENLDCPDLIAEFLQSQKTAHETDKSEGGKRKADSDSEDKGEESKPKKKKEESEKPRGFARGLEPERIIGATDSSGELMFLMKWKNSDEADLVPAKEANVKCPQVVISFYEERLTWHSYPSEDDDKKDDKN
#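 Compound inhibition of the preformed complex between 50 nM HP1-beta and 50 nM biotinylated H3K9me3 peptide was read by AlphaScreen. Buffer was PBS pH 7.4 with 0.01% Tween-20. Incubations ran 30 min at room temperature, with 10 ug/mL donor/acceptor beads.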
# TrxR1 substrate: substrates of rat thioredoxin reductase 1. O89049. purified TrxR1 substrate turnover, NADPH consumption readout. Potency, µM (doses to about 114 µM), for the others: at the highest dose activity change, negative = substrate turnover. hit rate 0.01% among 390,000. AID 588456; note: potency is the fitted concentration of half-maximal effect; % is set by controls: 0 for no effect and ±100 for the full control effect; nearly all actives have a fitted effect of over 50% in size
#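 Rat TrxR1, dispensed at 90 nM, was prereduced with 400 uM NADPH (final) for 5 min at ~22 deg C, then incubated with compound 15 min before 400 uM selenite. A first-read NADPH fluorescence drop versus no-compound background flagged substrates.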
# IDH1 R132H inh: blocks human mutant IDH1 R132H enzyme. O75874. IDH1-R132H enzyme, NADPH consumption, diaphorase/resazurin fluorescence. Potency, µM (doses to about 76.6 µM), for the others: at the top dose activity change, negative = inhibition, actives largely listed as inhibitors. hit rate 0.093% among 390,000. AID 602179; note: potency is the fitted concentration of half-maximal effect; % is set by controls: 0 for no effect and ±100 for the full control effect; nearly all actives have a fitted effect of over 65% in size
#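 IDH1-R132H (0.5 ug/mL) preincubated 30 min with compound, then NADPH (0.016 mM) and alpha-KG (2 mM) added; 80 min at RT, pH 7.5. Remaining NADPH coupled via diaphorase/resazurin to fluorescence (540/590 nm); concentration-response curves normalized to no-enzyme control.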
# rTrxR1 inhibitor: blocks rat thioredoxin reductase 1; recombinant rTrxR1, NADPH fluorescence consumption, selenite substrate; Potency, µM (titrated, usually from 114 µM), for the others: at the top dose activity change, negative = inhibition, usual class: inhibitors; hit rate 1% among 390,000; note: potency is the fitted concentration of half-maximal effect; % is set by controls: 0 for no effect and ±100 for the full control effect; nearly all actives have a fitted effect of over 65% in size
#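 Rat TrxR1 (90 nM in the dispensed reagent) was pre-reduced with 400 uM NADPH for 5 min at room temperature, then incubated with compound for 15 min. After 400 uM selenite was added, NADPH fluorescence (Ex 340/Em 450 nm) was followed for 8 min.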
# GLS inh: blocks human kidney-isoform glutaminase activity; AID 624170; GLS enzymatic activity, qHTS titration; Potency, µM (titrated, usually from 45.5 µM), without a hit: at the highest dose activity change, negative = inhibition, hits mostly inhibitors; hit rate 0.21% among 410,000; O94925; note: potency is the fitted concentration of half-maximal effect; % is set by controls: 0 for no effect and ±100 for the full control effect
# Target sequence (O94925 whole entry, looked up, canonical isoform): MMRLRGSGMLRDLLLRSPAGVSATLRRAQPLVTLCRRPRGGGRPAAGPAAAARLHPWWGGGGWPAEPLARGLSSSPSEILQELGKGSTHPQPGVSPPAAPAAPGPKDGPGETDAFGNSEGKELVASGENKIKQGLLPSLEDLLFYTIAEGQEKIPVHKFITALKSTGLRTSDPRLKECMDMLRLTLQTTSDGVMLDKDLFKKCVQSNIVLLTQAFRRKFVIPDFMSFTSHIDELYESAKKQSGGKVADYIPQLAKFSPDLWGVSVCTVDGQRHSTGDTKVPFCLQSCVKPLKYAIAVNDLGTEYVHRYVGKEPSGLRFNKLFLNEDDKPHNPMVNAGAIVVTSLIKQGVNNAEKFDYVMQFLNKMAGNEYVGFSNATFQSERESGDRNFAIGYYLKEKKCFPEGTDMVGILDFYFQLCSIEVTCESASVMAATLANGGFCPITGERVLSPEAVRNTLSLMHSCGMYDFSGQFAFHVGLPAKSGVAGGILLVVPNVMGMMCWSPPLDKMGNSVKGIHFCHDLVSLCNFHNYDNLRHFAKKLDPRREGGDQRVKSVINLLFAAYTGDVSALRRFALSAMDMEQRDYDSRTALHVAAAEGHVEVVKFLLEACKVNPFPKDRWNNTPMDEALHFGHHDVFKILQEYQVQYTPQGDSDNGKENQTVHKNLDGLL
#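 Compounds were pin-transferred onto hKGA, after which L-glutamine (1 mM solution) and a detection mix of glutamate oxidase, HRP and Amplex Red were added. Initial and 30 min RT fluorescence reads were collected.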
# Pin1 inhibitor: inhibitors of human Pin1; Q13526; Pin1 FP peptide displacement, HiFluor488, 10 min; Potency, µM (highest dose often 115 µM), inactives show top-dose activity, negative = inhibition, actives largely listed as inhibitors; hit rate 0.009% among 390,000; AID 504891; active = well fitted inhibition curve with a large enough effect in the polarisation, with a control signal flat, not every such curve was filed as active; inconclusive = small, poorly fitted or top-dose-only effect, or effect the other way, or a change in a side signal; inactive = no such curve, though single readings can be large or run the other way; the % refers to the polarisation; note: potency is the fitted concentration of half-maximal effect; % is set by controls: 0 for no effect and ±100 for the full control effect
# Target sequence (Q13526 whole entry, looked up): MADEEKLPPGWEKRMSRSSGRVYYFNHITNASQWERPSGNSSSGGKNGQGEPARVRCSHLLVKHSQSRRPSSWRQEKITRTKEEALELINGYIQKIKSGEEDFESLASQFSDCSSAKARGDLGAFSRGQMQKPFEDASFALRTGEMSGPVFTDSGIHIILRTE
# USP1-UAF1 inh: blocks the human USP1/UAF1 deubiquitinase complex. recombinant USP1/UAF1, Ub-Rhodamine cleavage fluorescence. Potency, µM (titrated, usually from 57.1 µM), for the others: top-dose activity change, negative = inhibition, usual class: inhibitors. hit rate 0.23% among 390,000. AID 743255; note: potency is the fitted concentration of half-maximal effect; % is set by controls: 0 for no effect and ±100 for the full control effect; nearly all actives have a fitted effect of over 60% in size; inactives centre near -12
#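 Step one: compound is pinned into 1nM USP1/UAF1 in HEPES pH 7.8 buffer with TCEP. Step two: 15 min room-temperature incubation. Step three: Ub-Rho (150nM final) starts cleavage, tracked by fluorescence over six one-minute reads.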
# Active calls of the source: *; i = inactive; ? = inconclusive; · = no result given; & = joins results of further samples; [ ] = dose if it differs, or a comment. Unless noted, calls come from the whole dose curve; as a rule, active = well fitted curve in the direction sought with a large enough effect; inconclusive = small, poorly fitted or top-dose-only effect, or another doubt; inactive = no such curve, though single readings can be large; an effect the other way counts as inactive or inconclusive. Only part of the results is shown; the hit share may differ from the screen's.
SMILES,Tb PGK inh,PI4K2A block,HP1b chromo inh,TrxR1 substrate,IDH1 R132H inh,rTrxR1 inhibitor,GLS inh,Pin1 inhibitor,USP1-UAF1 inh
COc1ccccc1NC(=O)C(C/C=C(\C)Cl)C(C)=O (configuration not stated),-5%,-3,32%,6%,-2%,11%,17%,-2%,-5%
O=C(C[C@@H]1C/C=C/CC[C@@H](Cc2ccc(F)cc2)C(=O)O[C@@H](c2ccccc2)CNC1=O)NCCO,-9%,-2,35%,8%[57.1 µM],-1%,15%[57.1 µM],10%,-6%,-26%
CC(C)(C(=O)c1ccccc1)/[N+]([O-])=C/c1ccc(F)cc1,21%,-1,24%,-9%,14%,-9%,1%,-2%,-3%
C/C(=N\Nc1cc(-c2ccccc2)nc(-c2ccc(Br)cc2)n1)c1cccc(N)c1,-1%,7,-25%,2%,7%,11%,-10%,-5%,-8%
CC1Cc2ccccc2N1C(=O)C12CCC(C)(C(=O)C1)C2(C)C (configuration not stated),4%,-1,35%,-2%[57.1 µM],-1%,10%[57.1 µM],10%,-1%,2%
O=c1c2ccccc2ncn1-c1ccc2c(c1)OCCO2,·,1,14%,12%,2%,16%,0%,0%,-15%
CC(C)(C)NC(=S)NNC(=O)c1ccc2ncccc2c1,6%,0,19%,3%,-9%,-2%,16%,4%,-24%
Cn1nnc(NC(=S)NC(=O)Cc2ccccc2)n1,-2%,-7,79µM*,-3%[57.1 µM],12%,-16%[57.1 µM],27%,0%,-21%
O=C(c1cc2cc([N+](=O)[O-])ccc2oc1=O)n1cccn1,-12%,-8,18%,-15%,0%,4%,0%,-25%,-10%
CSc1ncc(Cl)c(C(=O)NCc2ccc3c(c2)OCO3)n1,0%,-1,15%,4%,-1%,-11%[57.1 µM],17%,6%,8%
COc1ccccc1OCc1ccc(C(=O)N2CCN(C)CC2)o1,-4%,-3,17%,-7%,0%,-3%,4%,1%,-24%
CN(c1ccc(C(=O)NCCSCc2ccco2)cc1)S(C)(=O)=O,4%,5,42%,8%[57.1 µM],4%,3%[57.1 µM],7%,-6%,-13%
c1ccc2c(c1)[nH]c1nc(SCCN3CCOCC3)nnc12,-5%,9,18%,-4%,-4%,-14%,7%,?,-4%
O=C(NN=C1CCCC1)c1sc2ccccc2c1Cl,4%,-2,31%,-6%,2%,0%,19%,-10%,-11%
COc1cc(OC)c(-n2cc(-c3ccc(Cl)cc3)[nH]c2=O)cc1Cl,-7%,-6,35%,-10%[57.1 µM],5%,-1%[57.1 µM],13%,0%,?
CCOc1cc(C2C(C(=O)Nc3ccccc3)=C(C)Nc3ncnn32)cc(Br)c1O (configuration not stated),-4%,-6,12%[57 µM],2%[57.1 µM],0%,11%[57.1 µM],5%,9%,-20%
CN(C)CCCN(C(=O)c1sc2ccccc2c1Cl)c1nc2c(F)cccc2s1,-5%,-2,-7%,-1%,7%,-4%,17%,-6%,-19%
O=C(c1ccc(F)cc1)c1cc2ccccc2o1,-3%,-5,24%,-2%,1%,4%,2%,2%,-4%
COc1ccc(N(C(=O)c2ccco2)C(C(=O)NC2CCCC2)c2cccs2)cc1 (configuration not stated),-1%,-14,8%,4%[57.1 µM],?,10%[57.1 µM],3%,-13%,-14%
CCOc1ccccc1Nc1ncnc2c1cnn2-c1ccccc1,-5%,-6,43%[activator],1%,2%,16%,-17%,?,-7%
CC(=O)Nc1ccc(C(=O)NNC(=O)c2csc(N3CCOCC3)n2)cc1,-10%,-3,·,·,7%,·,12%,·,-5%
Cc1ccc(C(=O)O)cc1NC(=O)Nc1cccc2ccccc12,-1%,4,29%,5%,0%,32%,0%,12%,-15%
CCS(=O)(=O)c1c([N+](=O)[O-])ncn1C,-3%,-3,60%[activator],3%,-2%,0.79µM*,-1%,11%,-23%
COc1ccc(NC(=O)CCS(=O)(=O)c2cc3c(cc2Cl)NC(=O)CO3)cc1OC,-3%,-6,18%,4%,9%,21%,5%,-2%,-13%
CSc1nc(NS(=O)(=O)c2cc(C)c(Cl)cc2Cl)nn1C,-7%,5,34%,0%,0%,15%,-3%,-6%,-23%
Cc1ccc(CNC(=O)C2CCC(=O)N(CCc3cccc(F)c3)C2)cc1 (configuration not stated),-5%,4,3%,0%,9%,5%,3%,-1%,-8%
COc1ccccc1N1CCN(S(=O)(=O)CCNC(=O)c2cc(=O)c3ccccc3o2)CC1,-4%&-9%,7&10,27%,-5%,-3%&-8%,13%,-12%&1%,-4%&0%,-13%&-5%
Cn1c(=O)n(C)c2cc(/C=N/N=C3/NC(=O)C(CC(=O)O)S3)ccc21 (configuration not stated),-19%,-4,?,-10%[57.1 µM],-2%,-6%[57.1 µM],0%,-1%,-12%
CCc1cccc(-n2nnc(-c3nsc(NC(=O)c4ccc(C)cc4)n3)c2C)c1,i,3,26%,2%[57.1 µM],5%,24%[57.1 µM],-16%,4%,-8%
Cc1ccccc1N=C(NOCc1ccc(Cl)cc1Cl)c1nonc1N,·,8,68%[activator],-6%,3%,6%,-1%,0%,-10%
CN(C)CCNC(=O)C(=O)NCC(c1ccc2c(c1)OCO2)N1CCN(c2ccc(F)cc2)CC1 (configuration not stated),i,9,40%,-9%,0%,-3%,3%,-1%,-18%
Cc1ccc(-n2nc3c(N4CCC(C(=O)NC5CCCCC5)CC4)nnc(C)c3c2C)cc1,-6%,-1,40%,0%,10%,3%,-14%,21%,-26%
CCNC(=S)N(Cc1ccco1)Cc1cc2cc(OCC)ccc2[nH]c1=O,-4%,0,11%,14%,-3%,-1%,6%,1%,-23%
CCOCCCNC(=O)c1ccc(N(C)S(=O)(=O)c2ccc(OC)cc2)cc1,-4%,2,3%,-1%,2%,14%,-3%,2%,-6%
O=C(c1ccco1)N1CCN(S(=O)(=O)c2ccc3c(c2)CCN3C(=O)C2CC2)CC1,-5%,3,20%,-1%[57.1 µM],8%,-9%[57.1 µM],-7%,6%,-22%
Cc1ccc(NC(=O)CS(=O)CC(=O)NCCCN(C)c2ccccc2)cc1 (configuration not stated),-4%,10,10%,8%,-3%,13%,-7%,1%,-21%
COc1ccccc1CNc1ccc(N2CCOCC2)c(C(=O)O)c1,-7%,-1,14%,-5%,7%,-12%,·,?,-5%
CCOc1ccc(S(=O)(=O)N2CCCC(C(=O)N3CCOCC3)C2)cc1C (configuration not stated),-3%,-1,30%,-6%,0%,9%,-2%,2%,-9%
O=C(COc1ccc(Br)cc1Cl)NC(=S)Nc1ccccn1,-6%,-6,5%,1%,-10%,27%,21%,1%,-11%
COC(=O)c1ccc(CN(Cc2ccc(OC)c(OC)c2)S(=O)(=O)c2ccc(F)c(C(=O)Nc3cc(C)ccc3C)c2)cc1,-10%,5,35%,4%[57.1 µM],16%,18%[57.1 µM],10%,4%,-9%
CCC1CCCCN1C(=O)CCS(=O)(=O)c1ccccc1 (configuration not stated),-9%,-2,45%[activator],-1%,10%,1%,-6%,5%,-27%
Cc1cccc(NC(=O)C2CCN(S(=O)(=O)c3c(C)noc3/C=C/c3ccco3)CC2)c1C,-2%,-28,2%,-7%,-5%,2%,-20%,-6%,-7%
CN(C(=S)NC(=O)c1ccccc1Br)C1CCCCC1,-4%,-2,11%,7%[57.1 µM],7%,-11%[57.1 µM],10%,-9%,-6%
COC(=O)CN(n1cnnc1)S(=O)(=O)c1ccc(C)cc1,-10%,6,21%,-4%,0%,5%[57.1 µM],-3%,9%,-9%
NC1=NC[C@H](CC2CCCCC2)N1CCc1cc(C(F)(F)F)cc(C(F)(F)F)c1,3%,2,19%,7%[57.1 µM],-1%,16%[57.1 µM],3%,?,9%

# Quoted from the listing:
# Tb PGK inh result of COc1ccccc1N1CCN(S(=O)(=O)CCNC(=O)c2cc(=O)c3ccccc3o2)CC1 reads -4%&-9%
# rTrxR1 inhibitor result of Cc1cccc(NC(=O)C2CCN(S(=O)(=O)c3c(C)noc3/C=C/c3ccco3)CC2)c1C reads 2%

# Next part
SMILES,Tb PGK inh,PI4K2A block,HP1b chromo inh,TrxR1 substrate,IDH1 R132H inh,rTrxR1 inhibitor,GLS inh,Pin1 inhibitor,USP1-UAF1 inh
CCOC(=O)c1ccccc1NC(=O)N1CCC(CN2CCOCC2)CC1,5%,-4,2%,19%,16%,-9%,-10%,3%,-10%
O=C(C1CCN(S(=O)(=O)c2cccs2)CC1)N1CCN(c2ccccc2)CC1,-3%,9,13%,-3%,-1%,-5%,·,-4%,-5%
COc1cc(NC(=O)CCS(=O)(=O)c2ccc3c(c2)CC(=O)N3C)cc(OC)c1OC,-2%,-3,21%,3%[57.1 µM],12%,7%[57.1 µM],4%,-1%,-23%
Nc1cc(N2CCOCC2)c(Cl)cc1[N+](=O)[O-],3%,0,-7%,-5%[57.1 µM],-12%,-3%[57.1 µM],4%,0%,-15%
Cc1cc(Oc2ccc(=O)[nH]n2)nc(Cl)n1,-1%,-3,43%[activator],7%,4%,24%,3%,-9%,-15%
COc1ccc(CN2C(=O)C(CC(=O)NCc3cccs3)CC(C(=O)N3CCOCC3)=C2C)cc1 (configuration not stated),-6%,-2,·,·,3%,·,-3%,·,-23%
COc1ccc(-c2sc3cc(OC)c(OC)cc3c2C#CCO)cc1,-2%,-13,24%,14%,6%,6%,-13%,-1%,-26%
CN(Cc1ccccc1F)C(=O)c1sccc1-c1ccccc1,-7%,0,83%[activator],-1%,9%,23%,-15%,-8%,-26%
CCC(=O)Nc1nc(CC(=O)Nc2ccccc2)cs1,i,0,-1%,-11%,15%,-13%,5%,-1%,-3%
